HGIII-sPLA2 inh: human group III sPLA2 inhibitors, primary screen, biochemical, QFRET, BODIPY PC-A2 liposome substrate | Group 3 secretory phospholipase A2 (Homo sapiens), Q9NZ20 | inhibition, % at 12.2 µM | AID 743126, 2013 | QFRET BODIPY PC-A2 liposome hydrolysis, fluorescence | 370,000 tested, 0.56% active;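 active = inhibition above mean plus 3 SD of compounds lying within the high and low control bounds, cut at about 19% in these data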;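 note: 0% = median of test compound wells and 100% = no enzyme DMSO wells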
Target sequence (Q9NZ20 whole entry, looked up): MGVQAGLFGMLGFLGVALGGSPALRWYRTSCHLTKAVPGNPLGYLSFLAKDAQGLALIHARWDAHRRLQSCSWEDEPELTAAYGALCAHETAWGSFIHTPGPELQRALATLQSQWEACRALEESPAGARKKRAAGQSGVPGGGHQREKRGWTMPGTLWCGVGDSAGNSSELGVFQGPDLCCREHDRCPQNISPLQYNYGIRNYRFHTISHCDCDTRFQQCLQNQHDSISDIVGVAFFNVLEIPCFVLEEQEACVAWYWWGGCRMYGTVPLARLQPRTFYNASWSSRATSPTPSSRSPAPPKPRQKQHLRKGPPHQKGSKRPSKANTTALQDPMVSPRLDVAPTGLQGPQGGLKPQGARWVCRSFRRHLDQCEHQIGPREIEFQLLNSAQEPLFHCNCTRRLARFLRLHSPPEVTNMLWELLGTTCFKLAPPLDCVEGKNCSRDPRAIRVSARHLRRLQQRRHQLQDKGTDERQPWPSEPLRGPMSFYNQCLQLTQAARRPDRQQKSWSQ
GAA850 FXN act: FXN promoter activators, primary screen, cell-based, luciferase luminescence, HEK293 lucGAA850; HEK293 lucGAA850 FXN promoter luciferase reporter, 24 h; percent of 10 µM SAHA response; activation, % at 6 µM; 360,000 tested, 0.56% active; AID 540364, 2011;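 active = activation above the average of all compounds screened plus 3 SD, cutoff fixed separately per campaign, cut at about 7.5% in these data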;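 note: 0% = DMSO wells and 100% = 10 µM SAHA wells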
ARFGAP1 inh: inhibitors of rat ARFGAP1 GAP activity, primary screen, biochemical, fluorescence polarization, GDP tracer; ADP-ribosylation factor GTPase-activating protein 1 (Rattus norvegicus), Q62848; Arfgap1-stimulated ARF1 GTP hydrolysis, GDP FP detection; inhibition, % at 16.5 µM; 360,000 tested, 0.26% active; AID 651572, 2012;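 active = inhibition above a per-plate limit, mean inhibition of low control wells plus 3 SD, cut at about 25% in these data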;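 note: 0% = DMSO wells with enzyme and 100% = wells lacking Arfgap1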
Target sequence (Q62848 1-136 limits assumed): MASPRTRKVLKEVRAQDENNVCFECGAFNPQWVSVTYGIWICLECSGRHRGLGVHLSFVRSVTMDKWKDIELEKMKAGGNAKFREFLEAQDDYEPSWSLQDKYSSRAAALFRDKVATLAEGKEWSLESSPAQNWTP
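Material: rat Arfgap1 GAP domain (His6, aa 1-136), purified enzyme. Also added: human ARF1(Δ1-17)-GTP substrate. Compound dosing: 16.5 µM single point, 1.26% DMSO. Timing: enzyme reaction 120 min at 25 °C after 20 min preincubation. Signal: GDP detection by fluorescence polarization. Read-out basis: percent inhibition of GAP-stimulated GDP formation, scaled between DMSO and no-Arfgap1 medians.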
GC-B act: human GC-B receptor activators, primary screen, HEK293 GC-B cells, cGMP TR-FRET, EC30 CNP; 0% at EC30 CNP, 100% saturating CNP; Atrial natriuretic peptide receptor 2 (Homo sapiens), P20594; activation, % at 10 µM; 370,000 tested, 0.11% active;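 active = activation at 10 µM reaching about 35% in either raw or pattern-adjusted values, limit read from the data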
DDE Tn6 FP inh: inhibitors of Tn6 peptide binding to fibrin DD(E), primary screen, biochemical, fluorescence polarization, human fibrin, Tn6 probe | Fibrin DD(E) TRITC-Tn6 fluorescence polarization displacement | 370,000 tested, 0.21% active | inhibition, % at 8.3 µM | Fibrinogen beta chain (Homo sapiens), P02675;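 active = inhibition above a per-campaign cutoff: mean of compounds within control limits plus 3 SD, cut at about 15% in these data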;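 note: 0% = median of all compound wells on the plate and 100% = blocking peptide control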
ADAM10 inh: human ADAM10 inhibitors, primary screen, biochemical, QFRET, HTS; recombinant ADAM10, EDANS/DABCYL FRET peptide cleavage, 3 h; AID 720582, 2013; Disintegrin and metalloproteinase domain-containing protein 10 (Homo sapiens), O14672; inhibition, % at 7 µM; 370,000 tested, 0.62% active;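 active = inhibition above a per-campaign cutoff equal to the mean of compounds falling between control-based bounds plus 3 SD, cut at about 20% in these data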;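 note: 0% = DMSO wells while the 100% control is not disclosed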
ASAP1 inh: inhibitors of human ASAP1 ArfGAP activity, primary screen, biochemical, fluorescence polarization. Arf-GAP with SH3 domain, ANK repeat and PH domain-containing protein 1 (Homo sapiens), …. ASAP1-stimulated ARF1 GTP hydrolysis, GDP FP detection. inhibition, % at 16.5 µM. 360,000 tested, 0.19% active. AID 624377, 2012; in the data active = inhibition above about 25%;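 note: 0% = vehicle with enzyme and substrate and 100% = no enzyme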
Target sequence (Q9ULH1 325-724 limits assumed): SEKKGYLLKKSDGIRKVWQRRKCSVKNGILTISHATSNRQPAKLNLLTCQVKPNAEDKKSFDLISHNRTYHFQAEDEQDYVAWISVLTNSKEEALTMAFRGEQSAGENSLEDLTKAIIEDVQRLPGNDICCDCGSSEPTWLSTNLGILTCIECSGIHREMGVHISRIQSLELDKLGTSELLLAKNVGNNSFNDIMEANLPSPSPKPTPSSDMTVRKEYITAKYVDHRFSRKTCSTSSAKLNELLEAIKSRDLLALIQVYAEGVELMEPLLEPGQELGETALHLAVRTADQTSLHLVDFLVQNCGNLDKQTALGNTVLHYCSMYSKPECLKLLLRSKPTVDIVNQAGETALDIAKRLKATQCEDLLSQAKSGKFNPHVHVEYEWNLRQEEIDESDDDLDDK
NPR1 activator: GC-A stimulated cGMP production enhancers – HEK293 GC-A cells, cGMP TR-FRET, EC30 ANP, primary screen | Atrial natriuretic peptide receptor 1 (Homo sapiens), P16066 | 0% at EC30 ANP, 100% saturating ANP | activation, % at 10 µM | 370,000 tested, 0.14% active; in the data active = activation above about 40%
rCAG binder: binders of r(CAG) RNA repeats, primary screen, biochemical, fluorescence | r(CAG) RNA repeat, TO-PRO-1 dye displacement fluorescence | inhibition, % at 3 µM | 370,000 tested, 1.3% active;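 active = inhibition above the plate cutoff, the mean of all test compounds on that plate plus 3 SD, cut at about 35% in these data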;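 note: 0% = DMSO alone and 100% = 100 µM mitoxantrone as full dye displacement; higher means more dye released from RNA so lower well fluorescence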
KLK7 zymogen act: proKLK7 zymogen activators, primary screen, biochemical, fluorescence intensity; Kallikrein-7 (Homo sapiens), P49862; purified proKLK7, EDANS-DABCYL substrate fluorescence; 100% is mature enzyme control, 0% vehicle; activation, % at 7 µM; 370,000 tested, 0.9% active;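 active = activation above the mean of all tested compounds plus 3 SD, computed per campaign excluding outliers beyond control limits, cut at about 13% in these data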
* = called active by the depositor; . = no result given.

SMILES | HGIII-sPLA2 inh | GAA850 FXN act | ARFGAP1 inh | GC-B act | DDE Tn6 FP inh | ADAM10 inh | ASAP1 inh | NPR1 activator | rCAG binder | KLK7 zymogen act
COc1ccc(N2CCN(C(=O)C(=O)c3cc(OC)c(OC)c(OC)c3)CC2)cc1 | 9 | . | -2 | 8 | 1 | -11 | -16 | 1 | 4 | -0.6
c1csc(C(c2nnnn2C2CCCCC2)N2CCCC3(CCCCC3)C2)c1 (stereo not given) | 2 | -0.6 | -14 | -1 | -2 | -3 | 2 | -3 | 1 | -0.3
Cc1noc(C)c1C(=O)OC(C)C(=O)Nc1ccc2c(c1)OCO2 (stereo not given) | -2 | 0.3 | -5 | 3 | 6 | -5 | 2 | -1 | 1 | -0.2
Cc1cc(Cl)c(S(=O)(=O)N2CCN(c3ccc(F)cc3)CC2)cc1OCC(N)=O | 6 | -3.2 | -3 | -17 | 1 | 4 | -5 | -39 | -2 | 0.1
CCOc1[nH]n(-c2ccc(Cl)cc2)c(=O)c1C=Nc1ccc(O)cc1 | -7 | -5.7 | -2 | . | 13 | -2 | -9 | . | 9 | 0.7
COc1ccc(C)cc1S(=O)(=O)N(C)CC(=O)NC1CCCCC1 | 1 | -1.8 | 10 | 2 | 0 | -4 | 3 | 2 | -7 | -0.3
O=C1[C@H](Oc2ccccc2)[C@@H](c2ccncc2)N1c1ccncc1 | 7 | 0.7 | 0 | 2 | 3 | -8 | 1 | -3 | 0 | 0.4
CCC(C)NC(=O)CSc1ncccc1C(=O)O (stereo not given) | -2 | 2.2 | -2 | 4 | -2 | -3 | -6 | 2 | 1 | 0.2
COc1cc(C2(c3ccc(O)c(OC)c3)C(=O)N(C)c3ccc(Br)cc32)ccc1O | -50 | 0.1 | 13 | -18 | 4 | 5 | 6 | -31 | -6 | 0.2
N#CCCN(Cc1ccccc1)C(=O)CCC(=O)c1ccc(F)cc1 | -3 | -1.0 | -3 | 0 | 1 | -1 | -10 | 3 | 15 | 0.2
COc1ccccc1-c1nnc(SCC(=O)NC2CCCCC2)n1N | 0 | -0.8 | 1 | 0 | -1 | -11 | 8 | 0 | 2 | -0.2
Cc1cc(OCC(=O)NN2C(=O)c3ccccc3C2=O)ccc1Cl | -4 | 0.8 | 3 | 0 | 1 | -3 | -13 | 4 | 4 | 0.0
CC(C)c1nc(-c2ccccn2)no1 | 0 | 3.8 | 4 | 6 | 4 | 0 | 9 | 4 | -3 | -0.1
O=C(NCc1ccc2c(c1)OCO2)c1ccccn1 | 2 | 0.1 | 6 | 3 | -6 | -13 | 7 | 2 | -1 | 0.0
Cc1ccc(OC[C@@H](O)CN2CCC(C(O)(c3ccccc3)c3ccccc3)CC2)cc1 | -16 | . | . | -6 | -6 | -5 | . | -9 | 1 | 0.2
COC(=O)c1ccccc1C(=O)N(Cc1cccnc1)CC1CCCN(C2CCCCC2)C1 (stereo not given) | 4 | -1.6 | 4 | -8 | -6 | -10 | 1 | -11 | -5 | 0.1
CCOC(=O)C(NC(=O)Nc1ccc(Cl)cn1)(Oc1ccc(F)cc1)C(F)(F)F (stereo not given) | 25* | -3.0 | 11 | 3 | -3 | -17 | 9 | 2 | -1 | -0.4
O=C1OCc2cc(NS(=O)(=O)c3cccs3)ccc21 | -3 | -0.7 | 12 | -2 | -5 | -2 | -5 | 1 | 7 | 0.3
CN(C)CCCn1c2c(c(SCC(=O)Nc3ccc4c(c3)OCO4)nc1=O)CCCC2 | 2 | -1.7 | 0 | -3 | 0 | -6 | 4 | 3 | -2 | -0.4
COc1ccc(C(C(=O)NC(C)(C)C)N(CCC(C)C)C(=O)CCC(=O)Nc2cc(C)on2)cc1 (stereo not given) | -4 | 1.7 | -3 | -6 | 10 | 2 | 6 | -14 | -11 | -0.2
O=C(Nc1ccc([N+](=O)[O-])cc1)N1CCc2ccccc2C1 | -2 | 4.2 | 5 | -6 | 1 | 22* | -3 | -4 | 5 | 0.2
CCOC(=O)Cc1cc(=O)n2[nH]cc(-c3ccc(Cl)cc3)c2n1 | -4 | -0.9 | 3 | 4 | 0 | -56 | 3 | 10 | 26 | -3.0
CCOC(=O)c1sc2ncn(C(C)C(=O)OC)c(=O)c2c1C (stereo not given) | -4 | 0.1 | -1 | -6 | 5 | -12 | -9 | 4 | -3 | -0.5
COc1cc(C)nc(N2CCC(C(=O)NC3CCCCC3)CC2)n1 | 3 | 1.5 | -1 | 2 | -2 | -6 | 15 | 0 | -3 | -0.1
C=CCOC(=O)C1=C(C)Nc2ncnn2C1c1cccs1 (stereo not given) | -1 | -0.7 | 5 | -3 | 7 | -1 | -6 | -1 | 0 | -0.1
COCCNC(=O)C1(C)Cc2c(-c3ccc(N(C)C)cc3)ccnc2O1 (stereo not given) | 1 | -2.2 | -9 | -5 | 0 | -388 | -2 | 3 | 0 | 10
COC(=O)c1cc(C(C)=O)c(C)[nH]c1=O | 6 | 1.4 | 7 | -6 | 3 | -2 | 5 | 2 | -2 | 0.7
O=C(Nc1ccc(F)cc1)OC[C@@H]1CSCCS(=O)(=O)N1 | 13 | . | -6 | 4 | 4 | -15 | -4 | -1 | 1 | -0.1
Cc1cnc(C(=O)OC(C(=O)c2ccccc2)c2ccccc2)cn1 (stereo not given) | -2 | 0.4 | 4 | -4 | -3 | 0 | -4 | -1 | 3 | 0.1
Cc1ccc2cc(CCNC(=O)CCCc3ccccc3)c(=O)[nH]c2c1 | 4 | 0.4 | 8 | 0 | -5 | 10 | 4 | -10 | -6 | 0.5

For reference, some entries already given.
SMILES | HGIII-sPLA2 inh | GAA850 FXN act | ARFGAP1 inh | GC-B act | DDE Tn6 FP inh | ADAM10 inh | ASAP1 inh | NPR1 activator | rCAG binder | KLK7 zymogen act
COC(=O)c1ccccc1C(=O)N(Cc1cccnc1)CC1CCCN(C2CCCCC2)C1 (stereo not given) | 4 | -1.6 | 4 | -8 | -6 | -10 | 1 | -11 | -5 | 0.1
CCOC(=O)C(NC(=O)Nc1ccc(Cl)cn1)(Oc1ccc(F)cc1)C(F)(F)F (stereo not given) | 25* | -3.0 | 11 | 3 | -3 | -17 | 9 | 2 | -1 | -0.4
O=C1OCc2cc(NS(=O)(=O)c3cccs3)ccc21 | -3 | -0.7 | 12 | -2 | -5 | -2 | -5 | 1 | 7 | 0.3

Other entries
SMILES | HGIII-sPLA2 inh | GAA850 FXN act | ARFGAP1 inh | GC-B act | DDE Tn6 FP inh | ADAM10 inh | ASAP1 inh | NPR1 activator | rCAG binder | KLK7 zymogen act
O=C(C(=O)N1CCN(c2ccccc2)CC1)c1ccco1 | 1 | . | 0 | 1 | -3 | -2 | -2 | -1 | 2 | 0.1
CCCn1nnc(NC(=S)NC(=O)/C=C/c2ccco2)n1 | -3 | -1.0 | -8 | 6 | -2 | -1 | -3 | 2 | 30 | 0.0
COc1ccc(NC(=O)CCCNC(=O)c2ccc(Cl)cc2)c(OC)c1 | 2 | 0.4 | -1 | -4 | -7 | -1 | 9 | -2 | 1 | -0.9
C[C@@H]1ON(C)[C@H]2C[C@H]3c4[nH]c5cccc(-c6cccc(F)c6)c5c4CCN3C(=O)[C@@H]12 | -12 | . | 2 | 15 | 6 | -464 | -2 | 6 | 8 | -17
CC1CCCC(NC(=O)C2COc3ccccc3O2)C1C (stereo not given) | 6 | 2.3 | -3 | -4 | 4 | 5 | 7 | -3 | -2 | -0.1
O=C(CSc1nncs1)NCc1ccc(F)cc1 | 2 | 1.6 | -12 | 5 | 6 | -2 | -7 | 3 | 1 | -0.2
CN(C)c1ccc(/C=C(/NC(=O)c2ccccc2)C(=O)NCCN2CCOCC2)cc1 | -13 | 1.2 | -5 | -1 | 2 | -8 | 2 | -9 | -12 | 1.1
CCC(=O)Nc1cccc(NC(=S)NC(=O)c2ccccc2C)c1 | 14 | 3.1 | 14 | 1 | -8 | -1 | 3 | -1 | -2 | -0.1
CCOC(=O)N1CCN(C(=O)CN(C2CCCCC2)S(=O)(=O)c2ccc(Cl)cc2)CC1 | 0 | 0.9 | 7 | -5 | 7 | -2 | -1 | -3 | -9 | -0.8
COc1ccc(OC)c(NC(=O)C2CCCN2S(=O)(=O)c2cccc3nsnc23)c1 (stereo not given) | 1 | 1.4 | -2 | 4 | 1 | -5 | -13 | -2 | -2 | 0.2
CC(C)(C)NC(=O)c1ccc(NC(=O)CSc2ccccc2)cc1 | 0 | 2.8 | -2 | 1 | 2 | -3 | 6 | 1 | -3 | -0.1
O=C(N/N=C/C(Cl)=C\c1ccccc1)c1ccco1 | -7 | 2.3 | 1 | -6 | -6 | 4 | -1 | 2 | 0 | 0.0
Cc1cccc(/C(N)=N/OC(=O)c2cccc3ccccc23)c1 | 2 | 4.5 | -2 | -3 | 2 | 5 | -8 | 1 | 2 | -0.7
COc1ccc(NC(=O)N(C)[C@H]2C[C@H]3c4[nH]c5c(-c6ccccc6)cccc5c4CCN3C(=O)[C@H]2[C@H](C)O)cc1 | -32 | . | 5 | -8 | 6 | -264 | 4 | -5 | 7 | -2.8
COC(=O)c1ccc(N2C(c3ccsc3)=Cc3cc4c(cc3C2CC(=O)c2ccco2)OCO4)cc1 (stereo not given) | 3 | . | -15 | -3 | -5 | -356 | 0 | -1 | 11 | 8.7
S=c1[nH]nc(-c2n[nH]c3c2CCC3)n1/N=C/C=C/c1ccco1 | 2 | 3.7 | 8 | -3 | 7 | -4 | 0 | 0 | 9 | 0.0
CCC(c1nnnn1Cc1cccs1)N1CCN(C(=O)c2ccco2)CC1 (stereo not given) | 6 | 2.5 | -3 | 2 | -5 | -11 | 6 | 6 | -6 | 0.4
CC(/C=C(\NC(=O)c1ccccc1)C(=O)N=Nc1c(O)[nH]c2ccc(C)cc12)=C\c1ccccc1 | -3 | -5.7 | 4 | 16 | 0 | 2 | 8 | 1 | 11 | 0.6
O=C(NC1CCCCC1)c1n[nH]c2c1CCCCC2 | -4 | -8.9 | -5 | -3 | -5 | 3 | 2 | -2 | -3 | 0.1
COC(C[C@@H]1O[C@@H]1C(=O)[C@H](C)OCc1ccccc1)OC | 1 | 1.8 | -2 | 5 | 4 | -1 | -7 | 3 | -3 | -0.3
COC(=O)C(C)Sc1nc(N)c(NC(=O)c2ccco2)c(=O)[nH]1 (stereo not given) | 5 | -0.8 | -7 | 2 | -5 | -12 | 4 | 1 | 0 | -0.1
COc1cccc(-c2cnc(C(O)c3cc(C)cc(C)c3)[nH]2)c1 (stereo not given) | -16 | -1.6 | -4 | 1 | 1 | 4 | 8 | -3 | 0 | -0.5
